core dimer inh = blocks dimerization of HCV core protein | TR-FRET GST/Flag-core106 dimerization, 1536-well | inhibition, % at 5 µM | 300,000 compounds, 0.33% hits | AID 1899;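 active = inhibition above the mean of all tested compounds plus 3 SD, set per screening campaign, cut at about 45% in these data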
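Assay system – GST-tagged and Flag-tagged HCV core protein residues 1-106 · Quantity – core106 proteins, GST 13.5 nM and Flag 17 nM · Benchmarks – unlabelled core106 and no-GST-core106 wells · Read-out basis – percent inhibition of core106 dimerization signal · Detection – time-resolved FRET, ex 340 nm, em 617 and 671 nm · Schedule – 4 h at 22.5 °C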
PAFAH2 FP inh = PAFAH2 (human) inhibition. 340,000 compounds, 0.99% hits. inhibition, % at 3.39 µM. recombinant PAFAH2, FP-rhodamine activity probe, fluorescence polarization. AID 492956. Q99487;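 active = inhibition above the mean over all tested compounds plus 3 SD, cut at about 30% in these data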;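 also: inhibitors block probe labeling of enzyme so polarization drops; 0% = enzyme with DMSO and 100% = wells lacking PAFAH2 protein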
PP5 primary = blocks human protein phosphatase 5 activity; 320,000 compounds, 0.18% hits; purified PP5c, OMFP substrate fluorescence; P53041; inhibition, % at 6.7 µM;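 active = inhibition above the campaign's mean inhibition across all tested compounds plus 3 SD, cut at about 9.5% in these data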;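 also: 0% = DMSO only and 100% = 100 µM cantharidin control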
Target sequence (P53041 whole entry, looked up): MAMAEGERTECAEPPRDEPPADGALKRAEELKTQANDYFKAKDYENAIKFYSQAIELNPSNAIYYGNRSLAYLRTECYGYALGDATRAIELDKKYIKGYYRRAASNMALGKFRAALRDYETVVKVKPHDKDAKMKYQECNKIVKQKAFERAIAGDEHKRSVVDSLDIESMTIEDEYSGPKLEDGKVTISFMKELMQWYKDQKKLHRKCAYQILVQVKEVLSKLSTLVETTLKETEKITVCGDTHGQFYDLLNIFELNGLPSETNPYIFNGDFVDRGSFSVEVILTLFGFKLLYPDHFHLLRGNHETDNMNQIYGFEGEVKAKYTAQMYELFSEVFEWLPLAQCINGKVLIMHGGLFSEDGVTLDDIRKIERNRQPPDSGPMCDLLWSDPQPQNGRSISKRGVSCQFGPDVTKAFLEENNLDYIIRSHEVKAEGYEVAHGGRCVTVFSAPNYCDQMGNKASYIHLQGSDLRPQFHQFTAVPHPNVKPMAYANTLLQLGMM
proCasp3 act = procaspase-3 (human) activation; recombinant procaspase-3 D3A, Ac-DEVD-pNA absorbance 405 nm; activation, % at 8.5 µM; P42574; 330,000 compounds, 0.11% hits;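 active = activation above the mean of all tested compounds plus 3 SD, cut at about 21% in these data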;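 also: 0% = DMSO alone and 100% = DMSO wells spiked with extra 5 µM PC-3 D3A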
Target sequence (P42574 whole entry D9A/D28A/D175A): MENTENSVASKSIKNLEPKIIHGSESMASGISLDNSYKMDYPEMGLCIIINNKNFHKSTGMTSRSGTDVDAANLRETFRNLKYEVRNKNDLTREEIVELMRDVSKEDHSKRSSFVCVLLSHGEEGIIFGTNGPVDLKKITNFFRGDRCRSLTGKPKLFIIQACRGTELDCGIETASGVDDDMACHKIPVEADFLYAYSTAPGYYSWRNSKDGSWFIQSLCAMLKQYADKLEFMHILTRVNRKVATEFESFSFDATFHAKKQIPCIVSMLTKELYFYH
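material = Procaspase-3 D3A mutant | probe or stimulus = Ac-DEVD-pNA | compound = single dose, 8.5 µM nominal compound, 0.8% DMSO | timing = 1 h preincubation, 2 h reaction | measured by = 405 nm absorbance of p-nitroaniline, reads at 0 and 120 min | benchmarks = DMSO-only low control, 5 µM PC-3 D3A high control | repeats = singlicate, each compound tested once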
Fh CTSL1 inh = cathepsin L1 inhibition, PFM18AAP counter-screen; inhibition, % at 5.96 µM; 300,000 compounds, 0.49% hits; AID 1906; recombinant F. hepatica cathepsin L1, Z-Leu-Arg-MCA fluorescence;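 active = inhibition above the mean of all tested compounds plus 3 SD, set per screening campaign, cut at about 17% in these data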;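 also: 0% = plate median of test compound wells and 100% = 1 µM Z-Phe-Ala-diazomethylketone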
AHR activator = human AHR activation; P35869; AHR-responsive luciferase reporter cells, luminescence; activation, % at 5 µM; 320,000 compounds, 2.5% hits; in the data active = activation above about 47%;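 also: 0% = vehicle wells and 100% = reference agonist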
TPT1 inhibitor = inhibitors of Candida albicans tRNA 2'-phosphotransferase TPT1 | 300,000 compounds, 0.81% hits | AID 1962 | recombinant caTPT1, FP RNA substrate dephosphorylation | inhibition, % at 5 µM;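 active = inhibition above the mean of all tested compounds plus 3 SD, set per screening campaign, cut at about 24% in these data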;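 also: plate controls were DMSO alone for no effect and ferristatin control at 100 nM for full effect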
proCasp7 act = counter-screen: procaspase-7 (human) activation; P55210; recombinant procaspase-7, Ac-DEVD-pNA absorbance 405 nm; D23A/D198A/D206A triple mutant, cannot self-cleave; scale: DMSO 0, 5 µM enzyme 100; activation, % at 8.5 µM; 330,000 compounds, 0.093% hits; AID 463210;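 active = percent activation above the screen-wide mean plus 3 SD, cut at about 25% in these data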
Target sequence (P55210 whole entry D23A/D198A/D206A): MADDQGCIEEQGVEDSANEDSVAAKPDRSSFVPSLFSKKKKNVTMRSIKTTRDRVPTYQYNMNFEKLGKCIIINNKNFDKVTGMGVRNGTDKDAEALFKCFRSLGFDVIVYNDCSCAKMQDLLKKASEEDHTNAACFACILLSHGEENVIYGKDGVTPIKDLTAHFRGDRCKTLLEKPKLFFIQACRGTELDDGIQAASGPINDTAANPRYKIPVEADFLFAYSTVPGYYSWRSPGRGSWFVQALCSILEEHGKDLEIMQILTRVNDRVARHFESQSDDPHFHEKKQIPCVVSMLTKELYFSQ
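Assay system: Uncleavable procaspase-7 mutant enzyme | Input: 2 µM procaspase-7 mutant as dispensed | Timing: 1 h compound preincubation, 2 h substrate cleavage, 25 °C | Repeats: One well per compound | Control set: DMSO wells as 0%, DMSO with 5 µM added PC-7 as 100% | Technique: Epi-absorbance of released pNA at 405 nm, two timepoints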
PP1 counter = blocks human PP1-alpha phosphatase, a PP5 counter-screen; P62136; 320,000 compounds, 0.9% hits; purified PP1alpha, OMFP fluorescence; inhibition, % at 6.7 µM;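 active = inhibition above the mean inhibition of all tested compounds plus 3 SD, computed separately for each screening campaign, cut at about 15% in these data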
Active calls of the source: *; x = not tested or not shown.

SMILES	TPT1 inhibitor	PAFAH2 FP inh	proCasp3 act	AHR activator	Fh CTSL1 inh	PP5 primary	proCasp7 act	PP1 counter	core dimer inh
Cc1ccc(OCCn2cncn2)c([N+](=O)[O-])c1	0	2	3	3	-5	1.6	2	6	10
CCCN(CCC)Cc1c(C(=O)N/N=C/c2cccs2)nnn1-c1nonc1N	-1	-3	2	0	1	4.5	7	1	6
O=C(CSc1nnc(-c2n[nH]c3ccccc23)n1-c1ccccc1)Nc1ccccc1Cl	1	-5	2	9	2	0.3	-3	1	17
CCC(C)NC(=O)c1ccc(C)c(NC(=O)C2=C(C)OCCS2)c1 (configuration not stated)	5	-1	1	5	4	-0.5	-6	1	-6
c1ccc(CNc2nc3ccccc3n2CCN2CCOCC2)nc1	2	-2	-7	3	3	-2.3	7	-4	-1
COc1ccccc1CNC(=O)C(=O)NCC1OCCN1C(=O)c1ccc(Cl)cc1 (configuration not stated)	-2	-3	10	2	-1	0.2	-7	10	-1
COc1ccccc1C1N(c2ccc(Cl)cc2)C(=O)C2CCCN21 (configuration not stated)	23	-3	-3	10	-1	3.1	10	1	2
CC1CN(C(=O)CCC(=O)N2CCCCC2)c2cc(Cl)ccc2O1 (configuration not stated)	-2	9	9	5	-1	5.1	0	-1	11
COc1ccc(-c2c(O)c(C#N)c(-c3ccccc3)n(-c3ccc(OC)cc3)c2=O)cc1	1	2	-8	4	-3	1.2	4	-1	12
Cc1cc(C)c2nc(N(CCCN(C)C)C(=O)c3ccc4c(c3)OCCO4)sc2c1	1	-3	4	-3	0	0.3	-1	-3	-6
O=C(O)c1ccccc1OC(=O)C12CC3CC(CC(C3)C1)C2	-2	12	1	-1	-2	2.1	4	2	-3
O=C1C=C(c2ccccc2)OC(=O)C1C(=O)c1ccccc1 (configuration not stated)	3	-1	-4	2	0	0.1	-25	-3	1
O=C(Nc1ccc(N2CCOCC2)cc1)c1cccc(S(=O)(=O)N2CCC(Cc3ccccc3)CC2)c1	-1	-2	-4	6	-3	5.8	4	6	30
COc1ccc(C2=NOC(C(=O)Nc3cccc(O)c3)C2)cc1 (configuration not stated)	1	1	-8	0	-3	-0.3	3	-6	6
O=C(NC1CCc2ccccc21)C12CN(Cc3ccccc3)CC1C(c1cccc([N+](=O)[O-])c1)=NO2 (configuration not stated)	1	-5	8	2	1	2.8	7	10	20
CCNC(=O)CNC(=O)c1nn(Cc2ccccc2)c(=O)c2ccccc12	-2	8	7	2	-1	-0.5	3	-3	3
COc1cc(/C=C(/C(=O)c2cccs2)c2nc3ccccc3[nH]2)cc(OC)c1O	3	8	-10	114*	2	1.9	-5	0	0
Cc1ccccc1-n1c(SCc2cccc(F)c2)nc2[nH]ncc2c1=O	-4	6	0	3	4	-0.2	-12	0	1
COc1ccc(C/C(C)=N\NC(=O)c2c[nH]c3ccccc23)cc1OC	1	-7	3	53*	-2	-0.4	2	-2	2
COc1cccc(NC(=O)c2ccccc2N2C(=O)C3C4C=CC(C5CC45)C3C2=O)c1 (configuration not stated)	2	-7	-2	3	-4	-3.6	0	-1	0
CCCNC(=O)CC1C(=O)N(Cc2ccccc2)C(C)c2nc3ccccc3n21 (configuration not stated)	-2	0	4	1	-4	0.2	4	0	-1
Cc1noc(C)c1COC(=O)c1ccc2c(c1)S(=O)(=O)c1ccccc1C2=O	3	-7	-6	1	3	2.8	-1	3	16
O=C(Nc1ccncc1NC(=O)c1cccc([N+](=O)[O-])c1)c1cccc([N+](=O)[O-])c1	0	-8	-4	1	0	3.1	11	-2	4
CCSc1nnc(NC(=O)C(CC)(C(F)(F)F)C(F)(F)F)s1	-5	11	-2	1	2	2.9	3	2	0
CC(=O)Nc1ccc(-c2csc(NC(=O)CC(NC(C)=O)c3ccccc3)n2)cc1 (configuration not stated)	6	-4	-9	2	-4	0.1	4	5	9
CC(OC(=O)CNC(=O)C12CC3CC(CC(C3)C1)C2)C(=O)Nc1ccc(N2CCOCC2)cc1 (configuration not stated)	5	3	1	0	-16	2.6	15	-8	2
NS(=O)(=O)c1ccc(-c2ccc(C=C3C(=O)c4ccccc4C3=O)o2)cc1	6	0	7	13	-4	1.9	1	-1	-10
CC(=O)Oc1ccc2c(C)cc(=O)[nH]c2c1	-1	3	-3	1	-20	1.2	10	-7	-1
Cc1cc2c(cc3c(=O)n(CC(=O)NCCCN4CC(C)CC(C)C4)ncn32)s1 (configuration not stated)	-6	4	6	4	7	2.7	-15	-3	-24
CCOC(=O)c1c(C(F)(F)C(F)(F)C(F)(F)C(F)(F)F)n[nH]c1C	-2	4	2	5	5	14*	4	12	-12
C=CCn1ccc2c([N+](=O)[O-])cccc2c1=O	1	-10	-1	0	-5	-1.0	4	-2	-2
CCOC(=O)N1CCN(C(=O)c2cc3c(ccc4ccccc43)oc2=O)CC1	0	6	1	5	7	0.5	4	-1	0
CCC(CC)C(=O)Nc1cc([N+](=O)[O-])ccc1Cl	2	-5	12	0	1	1.1	8	-5	4
CC(OC(=O)c1ccc2ccccc2n1)C(=O)c1ccccc1 (configuration not stated)	0	2	-4	6	1	0.5	0	-1	4
COc1ccc(C2CC(=O)c3sc(NC(C)=O)nc3C2)cc1 (configuration not stated)	0	0	-3	8	-5	3.3	-1	0	8
CC1(C)CC(=O)C(=Cc2cn(-c3ccccc3)nc2-c2ccccc2)C(=O)C1	0	11	-2	-4	-3	-1.1	5	-2	4
COc1ccc(NCc2nnc(SCC(=O)N3CCCc4ccccc43)n2C)cc1	2	10	-3	2	-4	-2.4	3	-4	-2
O=C(CCNc1n[nH]c(=O)[nH]c1=O)N/N=C/c1ccc(Cl)cc1	0	-1	5	11	7	-0.5	0	-2	-5
Cc1csc(=O)n1CC(=O)Nc1nc2ccccc2s1	x	1	-5	26	x	0.8	5	-11	x
O=C(CN1CCC(c2nc3ccccc3s2)CC1)NCc1ccccc1	3	-3	-6	12	-3	0.7	22	-3	4

2 compounds from above with just core dimer inh and PAFAH2 FP inh:
smiles | core dimer inh | PAFAH2 FP inh
CCOC(=O)c1c(C(F)(F)C(F)(F)C(F)(F)C(F)(F)F)n[nH]c1C | -12 | 4
C=CCn1ccc2c([N+](=O)[O-])cccc2c1=O | -2 | -10

Other results.
SMILES	TPT1 inhibitor	PAFAH2 FP inh	proCasp3 act	AHR activator	Fh CTSL1 inh	PP5 primary	proCasp7 act	PP1 counter	core dimer inh
Cc1cc2c(c(=O)o1)C(C13C=CC(CC1)C3)C(C#N)=C(N)O2 (configuration not stated)	9	3	10	6	1	3.6	-6	3	-1
Cc1ccc(-c2csc(C3=C(O)CN(NC(=O)c4ccc([N+](=O)[O-])cc4)C3=N)n2)cc1	-3	-8	9	6	0	0.2	-3	2	48*
CC(=O)Nc1ccc2nc(NC(=O)COc3ccccc3)sc2c1	0	-6	5	40	-3	-0.9	0	-4	-2
CN1CCN(C(=O)C2CC(=O)N(c3ccc(F)c(Cl)c3)C2)CC1 (configuration not stated)	3	5	1	1	-3	-0.1	1	-4	8
O=C(N/N=C/c1cc(Br)c(Br)o1)c1cccnc1	-25	7	-2	38	11	4.2	1	1	4
COc1ccc(C2CC(c3ccc(Cl)cc3)=NN2C(C)=O)cc1 (configuration not stated)	0	6	4	39	7	-2.1	2	-1	5
COCCN(C(=O)c1csnn1)C(C(=O)NC1CCCCC1)c1ccc(Cl)cc1 (configuration not stated)	-2	3	2	-1	-12	0.6	6	0	1
CCOC(=O)c1c(NC(=O)CSc2nnc(-c3ccccc3)o2)sc(C(C)=O)c1C	3	3	4	-1	1	-1.4	2	1	11
CC(C)CNC(=S)N1CCC(C(=O)c2ccc(F)cc2)CC1	-1	0	10	-4	0	3.6	-1	1	-10
N#CC1=C(N)NC(SCC(=O)Nc2ccccc2)=C(C#N)C12CCCCC2	-6	12	8	11	1	-1.3	7	-1	4
Oc1c(CN2CCOCC2)cc(COCc2ccccc2)c2cccnc12	1	5	-14	0	-1	0.6	-21	16*	1
COc1ccc(NC(=O)C2CC(=O)N=C(N)S2)cc1 (configuration not stated)	-6	-8	-13	0	0	-0.3	-8	-2	1
O=C(Cc1ccc(-n2c(=O)c3ccccc3n(Cc3ccccc3F)c2=O)cc1)NCC1CCCO1 (configuration not stated)	0	-2	2	-5	-2	2.9	-3	2	-1
CC[C@H](C)[C@H](NC(N)=O)C(=O)NCCc1ccc(Cl)cc1Cl	-2	x	10	0	-1	2.7	0	-3	2
COc1ccc(N2CCN(Cc3nc4c(c(=O)[nH]c(=O)n4C)n3CC(C)=O)CC2)cc1	0	3	3	-2	1	1.2	-12	-1	2
Cc1cccn2c(=O)c(C=NCc3ccco3)c(Nc3ccc(SC(F)F)cc3)nc12	3	-5	-1	49*	1	-3.2	15	-1	3
CN(C)S(=O)(=O)N1CCC(Oc2cccc(C(=O)NCCCC3CCCC3)c2)CC1	-3	-9	5	1	7	3.3	4	3	-4
CCOC(=O)c1c(C)n(-c2ccc(OC)cc2)c2ccc(O)c(CN(C)C)c12	0	-2	4	1	-4	-0.8	6	1	-3
NS(=O)(=O)c1ccc(CCNS(=O)(=O)c2ccc3c(c2)NC(=O)CO3)cc1	1	-3	3	1	0	2.8	-7	-2	-6
COc1cc(/C=C2/N=C(c3ccccc3)OC2=O)c(F)cc1OCc1ccccc1	0	2	-1	-3	-1	2.2	0	1	16
COc1cc(OC)cc(C(=O)N[C@H](C(=O)OCC(=O)c2ccc3c(c2)NC(=O)CO3)C(C)C)c1	6	-18	1	1	15	2.1	11	6	32
Cc1ccc2nsnc2c1S(=O)(=O)Nc1ccccc1C(=O)O	-1	9	8	1	-3	-1.2	-3	1	-3
O=C(Nc1ccc(F)cc1)Nc1sccc1-c1nc2ccccc2s1	12	-16	-5	60*	5	-0.2	3	-5	9
O=C(COC(=O)c1ccc[nH]c1=O)Nc1ccc2c(c1)OC(F)(F)O2	-2	-3	2	0	0	0.7	-5	0	1
COc1cc2c(cc1NC(=O)c1ccccc1F)CCCC2	2	0	1	19	0	2.0	0	-2	-2

Record cards, as listed above:
COc1cc(/C=C2/N=C(c3ccccc3)OC2=O)c(F)cc1OCc1ccccc1 as listed: TPT1 inhibitor = 0; PAFAH2 FP inh = 2; proCasp3 act = -1; AHR activator = -3; Fh CTSL1 inh = -1; PP5 primary = 2.2; proCasp7 act = 0; PP1 counter = 1; core dimer inh = 16
Cc1cc2c(cc3c(=O)n(CC(=O)NCCCN4CC(C)CC(C)C4)ncn32)s1 (configuration not stated) as listed: TPT1 inhibitor = -6; PAFAH2 FP inh = 4; proCasp3 act = 6; AHR activator = 4; Fh CTSL1 inh = 7; PP5 primary = 2.7; proCasp7 act = -15; PP1 counter = -3; core dimer inh = -24

Screening results (PubChem BioAssay)
